# SRC1 inh – SRC1 coactivator transcriptional activity inhibitors, primary screen, cell-based, luminescence | Nuclear receptor coactivator 1 (Homo sapiens), Q15788 | HEK293 GAL4-SRC1 luciferase reporter | inhibition, % at 3.6 µM | 0.12% of 360,000 active;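 active = inhibition above the campaign mean plus 3 SD, with each screening campaign given its own cutoff, cut at about 60% in these data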;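 also: 0% = DMSO treated cells and 100% = gossypol at 36 µM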
# TWEAK-Fn14 inh – inhibitors of TWEAK-Fn14 signaling, primary screen, luciferase reporter cells, uHTS | TWEAK-stimulated Fn14 reporter cells, luciferase luminescence, 8 h | inhibition, % at 10 µM | 2% of 360,000 active | AID 1159606, 2016; in the data active = inhibition above about 50%
# NCOA3 inh – SRC3 coactivator transcriptional activity inhibitors, primary screen, cell-based, luminescence. Nuclear receptor coactivator 3 (Homo sapiens), Q9Y6Q9. HEK293 GAL4-SRC3 luciferase reporter. inhibition, % at 3.6 µM. 0.17% of 360,000 active. AID 588352, 2011;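 active = inhibition above a per-campaign cutoff, the mean of all compounds plus 3 SD, cut at about 60% in these data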;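 also: 0% = DMSO-treated cells and 100% = gossypol-treated cells at 36 µM; higher means less SRC3-driven luciferase light from the GAL4 reporter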
# TROY NFkB inh – inhibitors of TROY-driven NF-kB signaling, primary screen, Q293 LMP1-TROYcd cells, NF-kB luciferase, uHTS; Q293 LMP1-TROYcd NF-kB luciferase reporter, 4 h; inhibition, % at 10 µM; 0.98% of 360,000 active;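 active = compounds whose plate-normalised and pattern-corrected inhibition of the luciferase reporter signal at the single screening dose is 50% or more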
# SRC2 inh – inhibition of GAL4-SRC2 driven luciferase reporter, primary screen, SRC2 inhibitor project, cell-based, luminescence; Nuclear receptor coactivator 2 (Homo sapiens), Q15596; HEK293 GAL4-SRC2 luciferase reporter; inhibition, % at 9 µM; 0.17% of 370,000 active; AID 651957, 2012;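 active = inhibition above the mean inhibition of all tested compounds plus 3 SD, set per campaign, cut at about 52% in these data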;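 also: 0% = DMSO treated cells and 100% = cells given Gossypol at 36 µM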
# LRH-1 inv ag – LRH-1 (NR5A2) inverse agonists, primary screen, cell-based, luminescence, HEK293T, StAR-luciferase reporter. Nuclear receptor subfamily 5 group A member 2 (Homo sapiens), O00482. LRH-1 transfected, 24 h. inhibition, % at 3.6 µM. 0.13% of 360,000 active;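 active = inhibition above the mean inhibition of all tested compounds plus 3 SD, cut at about 73% in these data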;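 also: 0% = DMSO wells and 100% = reporter-only cells lacking LRH-1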
# Target sequence (O00482 whole entry, looked up): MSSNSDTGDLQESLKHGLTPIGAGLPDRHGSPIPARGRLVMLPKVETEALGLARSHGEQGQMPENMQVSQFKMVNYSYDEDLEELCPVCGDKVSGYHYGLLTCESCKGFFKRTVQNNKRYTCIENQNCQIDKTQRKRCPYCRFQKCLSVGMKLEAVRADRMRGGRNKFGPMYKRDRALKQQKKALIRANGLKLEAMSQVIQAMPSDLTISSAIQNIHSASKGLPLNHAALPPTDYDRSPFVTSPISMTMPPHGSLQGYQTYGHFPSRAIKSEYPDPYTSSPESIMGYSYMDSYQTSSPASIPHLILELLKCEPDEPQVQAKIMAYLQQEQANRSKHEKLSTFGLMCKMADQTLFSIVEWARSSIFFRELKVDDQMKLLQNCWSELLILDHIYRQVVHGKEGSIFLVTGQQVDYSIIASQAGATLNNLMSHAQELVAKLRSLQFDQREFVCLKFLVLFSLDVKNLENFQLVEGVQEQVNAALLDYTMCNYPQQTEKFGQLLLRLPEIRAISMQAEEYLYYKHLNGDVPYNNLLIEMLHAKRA
# C8 TRAIL sens – viability loss with TRAIL in NB7+C8 cells, primary screen, TRAIL sensitizer project, cell-based, ATPlite luminescence; inhibition (viability loss, TRAIL sensitization), % at 10 µM; 1% of 360,000 active; AID 624354, 2012;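 active = compounds causing at least 50% loss of cell viability in the single-dose screen, relative to plate controls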
# CF NFkB inh – inhibitors of PAF-induced NF-kB signaling, primary screen, cell-based, GFP fluorescence, uHTS; KKLEB NF-kB-GFP reporter, GFP fluorescence overnight; inhibition, % at 5 µM; 0.86% of 360,000 active;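 active = at least 50% inhibition at 5 µM, scaled per plate between neutral and stimulator controls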;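 also: PAF is a Pseudomonas aeruginosa culture filtrate used as stimulus; plate controls were PAF-stimulated DMSO wells for no effect and unstimulated DMSO wells for full effect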
# KKLEB tox – cytotoxicity in KKLEB CF airway cells, primary screen, cytotoxicity control for CF NF-kB inhibitor project, cell-based, uHTS, fluorescence assay plates; 0.36% of 360,000 active; activity change (cytotoxicity), % at 5 µM; KKLEB CF airway cells viability, ATPlite luminescence, overnight; stronger effect = lower value; cells stimulated with P. aeruginosa culture filtrate;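 active = corrected activity change at or below -50% at 5 µM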
# NR2F2 inh – NR2F2 transcriptional activity inhibitors, primary screen, cell-based, luciferase reporter, HEK293T, luminescence; COUP transcription factor 2 (Homo sapiens), P24468; HEK293T NGFI-A luciferase reporter; inhibition, % at 8.6 µM; 0.7% of 370,000 active;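 active = inhibition above a per-plate cutoff, mean inhibition of test wells between control levels plus 3 SD, cut at about 38% in these data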;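 also: cells cotransfected with COUP-TFII expression vector driving the NGFI-A reporter; 0% = median of COUP-TF2 test wells and 100% = reporter-only cells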
# Target sequence (P24468 whole entry, looked up): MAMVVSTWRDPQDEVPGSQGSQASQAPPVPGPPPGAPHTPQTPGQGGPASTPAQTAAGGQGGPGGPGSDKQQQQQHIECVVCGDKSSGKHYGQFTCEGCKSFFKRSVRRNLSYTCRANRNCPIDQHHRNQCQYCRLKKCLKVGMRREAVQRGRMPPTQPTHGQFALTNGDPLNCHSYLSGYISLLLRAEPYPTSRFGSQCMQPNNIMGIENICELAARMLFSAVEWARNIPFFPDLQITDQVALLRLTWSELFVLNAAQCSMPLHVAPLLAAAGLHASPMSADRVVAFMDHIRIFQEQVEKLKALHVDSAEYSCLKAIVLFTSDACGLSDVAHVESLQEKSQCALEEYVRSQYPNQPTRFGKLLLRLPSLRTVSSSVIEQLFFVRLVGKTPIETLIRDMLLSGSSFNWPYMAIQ
# LMP1 NFkB inh – EBV LMP1-driven NF-kappaB luciferase reporter inhibitors, primary screen, cell-based, luminescence, single point. inhibition, % at 12.5 µM. 0.69% of 350,000 active. LMP1-induced NF-kappaB luciferase reporter cells; in the data active = inhibition above about 41%;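 also: 0% = neutral control wells and 100% = reference inhibitor control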
# * = called active by the depositor; nt = not tested or not shown.
smiles	SRC1 inh	NCOA3 inh	SRC2 inh	C8 TRAIL sens	TWEAK-Fn14 inh	KKLEB tox	LMP1 NFkB inh	CF NFkB inh	TROY NFkB inh	NR2F2 inh	LRH-1 inv ag
O=C(O)c1ccc(CSc2ccccn2)cc1	-38	12	1	-5	1	15	-9	4	11	14	14
CC(=O)Oc1ccc(N(c2ccccc2)S(=O)(=O)c2ccc(C)cc2)cc1	-14	10	-9	-13	12	-1	-4	4	15	11	15
Cc1ccc(NC(=O)CN(C(=O)N2CCN(C)CC2)S(=O)(=O)c2ccc(C)cc2)cc1	26	-7	-12	16	-6	17	-4	-1	55*	-26	-16
Cc1cc2nc(C3CCCCC3)c(CC(C)(C)C)n2c(C)c1Br	-2	3	-12	-12	-7	-16	nt	28	-11	-8	4
CC(C)Cn1c(N)c(C(=O)COC(=O)CCc2nc3ccccc3c(=O)[nH]2)c(=O)n(C)c1=O	8	6	-11	-16	-11	0	2	8	14	16	14
O=C(Nc1nc(-c2ccc(F)cc2)cs1)C1CCN(C(=O)c2ccc(F)cc2)CC1	3	2	30	28	57*	12	40	-48	30	58*	1
O=C(c1cccs1)N1CCN(Cc2ccncc2)CC1	-12	-11	-3	12	6	-1	6	-1	nt	-7	3
CCN(CC)C(=O)CSc1n[nH]c(=O)n1CCc1ccccc1	-8	-29	-11	5	7	-2	-6	5	2	2	-8
CCOC(=O)Cc1csc(NC(=O)CCS(=O)(=O)Cc2ccccc2)n1	-4	9	-7	-9	17	-10	-3	8	-13	1	1
O=S(N1CCCCCC1)C12CC3CC(CC(C3)C1)C2 (stereo unspecified)	-5	21	13	-5	-7	-5	-3	-4	4	10	2
O=C(COC(=O)c1cc[n+]([O-])cc1)Nc1cccc(F)c1	7	8	2	-5	13	10	-8	-4	0	-9	-10
Cc1noc(C)c1S(=O)(=O)NCCN1CCN(c2ccccc2)CC1	-14	1	-17	-2	0	5	-26	-12	12	0	-21
CC(=O)Oc1ccc(-c2cccc(C(=O)OCC(=O)N(C)c3ccccc3)c2)cc1	-4	4	-41	-15	23	4	-25	-33	22	-12	12
CCOc1ccc(S(=O)(=O)N2CCC(C(=O)NCCc3ccccc3)CC2)cc1	-7	-7	-16	-9	12	3	-6	-12	16	-6	9
Cn1c(SCC(=O)Nc2sccc2C#N)nnc1C1CC1	-12	16	-8	-9	6	-9	16	10	-1	5	4
COc1ccc(C)cc1S(=O)(=O)Nc1cccc(SC)c1	-3	5	-4	11	12	-11	2	11	-2	11	9
O=C1C2C3C=CC(C3)C2C(=O)N1c1ccc2c(c1)CCC2 (stereo unspecified)	5	13	nt	-10	7	-13	-8	1	16	nt	-16
O=C(c1ccc(N2CCOCC2)cc1)c1cccs1	-73	-59	-43	37	35	-18	10	2	-10	-53	-111
CC(=O)Nc1cccc(-c2ccnc3c2CC(C)(C(=O)NCCc2ccccc2)O3)c1 (stereo unspecified)	6	0	15	3	15	-24	nt	18	-5	-52	21
COc1ccc(-c2csc(NC(=S)NC(=O)/C=C/c3ccco3)n2)cc1OC	-15	6	13	-20	4	-24	20	28	19	-33	33
CC(=O)c1ccc(Oc2cc(C)nc(-n3nc(C)cc3C)n2)cc1	9	-1	-4	-5	-14	-4	89*	22	10	-49	23
O=C(COc1ccc(Cl)cc1)Nc1ccc2c(c1)nc1n2CCOC1	10	-24	-13	-5	-17	1	-3	9	14	-1	-8
COc1ccc(OCC(=O)OCCNC(=O)c2cccnc2)cc1	-12	21	-11	10	24	7	-3	-11	2	-2	9
COCC1CCN(Cc2nc(-c3ccc4c(c3)OCO4)no2)C1 (stereo unspecified)	-57	-26	-21	-26	-13	-2	-6	5	-30	5	-59
CC(C)c1cc(Cn2c3ccccc3c(=O)n2C(C)C)on1	-40	1	-6	-8	15	-6	nt	4	7	-1	1
CC(=O)OCCNC(=O)c1cc2ccccc2oc1=O	-3	6	-40	2	-13	3	-2	-3	4	1	-2
C/C(=N\OC(=O)NC1CCCCC1)c1sc(-c2ccccc2)nc1C	-32	-29	2	10	-3	13	-12	-1	-11	-3	-78
COc1ccc(C(NC(C)=O)c2cc(Cl)c3cccnc3c2O)cc1OC (stereo unspecified)	21	24	-15	43	10	-4	-5	14	-1	-9	-8
CCOc1cccc2sc(NC(=O)CCS(=O)(=O)c3ccccc3)nc12	-2	9	-3	17	4	-19	9	59*	-1	23	14
Cc1csc(=Nc2ccccc2)n1Cc1ccco1	-9	16	13	4	21	-4	14	2	-9	12	0
COc1ccccc1CO/N=C/c1cccn1-c1nccc(N(C)C)c1C#N	3	16	-10	-16	7	5	-2	-6	-22	-22	6
C=CCn1c(SCC(=O)NCc2ccco2)nnc1-c1ccc2ccccc2n1	2	-4	7	12	-4	12	11	-19	3	-2	-28
O=C(NC(Cc1c[nH]c2ccccc12)C(=O)Nc1ccc(F)cc1)c1cccs1 (stereo unspecified)	-27	-125	-37	38	-29	9	-19	0	-7	-46	-35
CC(C)Cc1ccc(CN2C(C(C)C)C(=O)N(Cc3cn(CCC4OCCO4)nn3)CCS2(=O)=O)cc1 (stereo unspecified)	5	13	-17	-3	8	2	nt	9	13	8	-3
CSc1ncc(C(=O)Nc2cc(C)ccc2C)c(C)n1	14	-4	-7	3	6	-15	-7	4	7	-16	-7
CS(=O)(=O)N1CCN(c2ccc([N+](=O)[O-])cc2C(F)(F)F)CC1	1	18	-17	-8	-9	-8	-1	-16	16	0	19
CCCN(CC(=O)Nc1ccccc1C)C(=O)c1ccc(-c2ccccc2)cc1	5	12	11	1	10	-8	6	16	-12	3	5
C[C@H](CO)N1C[C@H](C)[C@@H](CN(C)CC2CCOCC2)Oc2cc(C#Cc3ccccc3F)ccc2S1(=O)=O	-13	10	-31	11	8	-5	1	25	-5	12	24
O=C(Nc1cccc(F)c1)C1CCCN1C(=O)OCc1ccccc1 (stereo unspecified)	16	-8	-35	-14	-21	4	-1	4	-9	17	-4
CC(=O)[C@H]1[C@H](CCc2ccccc2)NC(=O)N(Cc2ccccc2)[C@@H]1C	-25	3	16	-18	1	6	-18	-3	6	6	21
Cc1ccc(NC(=O)CCC(=O)NNS(=O)(=O)c2ccc(Cl)cc2)cc1C	14	8	-10	-3	-32	-8	-8	8	4	-6	3
CC(N=C1NC(C)(C)Cc2ccccc21)C(=O)O (stereo unspecified)	-16	3	-8	-9	-16	-35	0	11	-2	-7	0
O=Cc1c(NCCN2CCOCC2)c2ccccc2[nH]c1=O	-2	-4	11	-10	-3	-4	-5	6	-7	-3	-9
CCC(CCC(=O)Nc1cccc(C(=O)O)c1)C(=O)O (stereo unspecified)	9	0	-10	-4	-1	-5	-1	11	-23	-3	-1
CCn1c(-c2ccc(C)cc2)nn(CC(=O)NCCc2ccccc2)c1=S	6	-2	-15	-3	31	-24	7	2	7	-13	-1
O=C1Nc2cccnc2N(C(=O)CCl)c2ccccc21	-12	14	35	45	30	-1	-52	6	-4	-6	-27
COc1ccc(NC(=O)c2nc3nccc(C)n3n2)cn1	-49	-40	-29	4	-6	7	-9	-11	-16	-18	-43
Cc1ccc(NC(=O)Nc2cnccn2)cc1C	-51	-17	-11	-16	-14	-5	-11	0	-16	-11	-60
CC(C)N(CCNC(=O)c1cn(C)c2ccc(S(=O)(=O)N(C)C)cc2c1=O)Cc1ccccc1	-14	10	-9	-7	11	37	4	-35	-1	-4	3
O=C(NCCCCc1ccccc1)c1ccc(Br)cc1	-25	-24	-48	33	-22	4	-7	15	-26	4	-34
O=C(O)c1nn(CC(=O)N2CCN(c3ccccc3)CC2)c(=O)c2ccccc12	-23	-6	-9	-20	21	-7	-12	4	10	20	0
C=CCNC(=O)c1nn2cccnc2c1Cl	-7	-9	-10	-3	7	-2	1	4	-18	-5	0
O=C(Nc1cccnc1)c1ccccc1NS(=O)(=O)c1ccc(F)cc1	-6	13	-17	-12	21	7	5	-4	24	14	-8
CSc1nc(N)nc2c1ncn2CC(=O)NCC(c1ccccc1)c1ccccc1	-6	14	-3	-3	14	20	11	-22	7	1	-3
COc1cc(-c2nnc(COc3ccc4ccccc4c3)o2)cc(OC)c1OC	-8	-7	12	-11	-10	-12	7	0	18	5	-15
CC(=O)/C(N=Nc1ccc(OC(F)(F)F)cc1)=C(\C)O	-3	11	-13	-13	-8	18	9	-7	-1	-25	3

# (continued)
smiles	SRC1 inh	NCOA3 inh	SRC2 inh	C8 TRAIL sens	TWEAK-Fn14 inh	KKLEB tox	LMP1 NFkB inh	CF NFkB inh	TROY NFkB inh	NR2F2 inh	LRH-1 inv ag
COc1ccc(-c2nc(CS(=O)(=O)CC(=O)NCc3cccc(OC)c3OC)c(C)o2)cc1	-30	-20	-5	-20	-2	8	3	5	2	3	-12
CN(C)c1ccc(/C(=N\O)C(F)(F)F)cc1	8	-14	-29	-7	14	-7	-8	17	-10	-3	-3
CCNS(=O)(=O)c1ccc2c(c1)NCC2	7	13	-27	-4	0	2	-2	-2	1	-4	4
COc1cc(OC)nc(Nc2nc(C(C)N)cs2)n1 (stereo unspecified)	10	-2	-20	-10	-7	4	nt	-3	-13	-2	5
NC(=O)C1CCN(C(=O)C2CC(=O)N(c3ccc(F)cc3)C2)CC1 (stereo unspecified)	11	-30	-16	-2	11	-8	2	11	-18	-14	0
CC1(c2ccccc2)C(C#N)C(=O)NC(=O)C1C#N (stereo unspecified)	8	-12	0	-4	-6	0	2	-48	2	4	-8
Cc1noc(-c2ccccc2)c1NC(=O)Nc1ccc2nc([C@H]3C[C@H](O)[C@@H](CO)O3)[nH]c2c1	-5	-24	5	-4	-4	12	nt	-10	7	-3	-12
COCC(=O)N(Cc1cc2ccc(C)c(C)c2n2nnnc12)C1CCCC1	7	-10	2	-1	-17	-10	0	8	-17	13	-3
COc1ccc(C(C)=O)cc1CSc1nc(C)cc(C)n1	-10	22	11	7	-2	-8	-15	-8	27	-4	-15
N#CC1=C(N)Oc2n[nH]c(CSc3ccccc3)c2C12C(=O)Nc1ccccc12 (stereo unspecified)	-13	8	5	-9	-3	6	0	1	11	7	-5

# Not a hit list; 4.2% or so of the library scored in one or more.
